Screens from PubChem.
OX1R antag = blocks the human orexin 1 receptor. O43613. OX1R-expressing cells, FRET antagonist read-out. inhibition, % at 6.6 µM. actives 1.8% (n = 330,000). AID 485270; in the data active = inhibition mostly above about 38%, no sharp cut-off; inactive = mostly below about 40%;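 also: 0% = agonist challenge alone and 100% = reference antagonist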
Target sequence (O43613 whole entry, looked up): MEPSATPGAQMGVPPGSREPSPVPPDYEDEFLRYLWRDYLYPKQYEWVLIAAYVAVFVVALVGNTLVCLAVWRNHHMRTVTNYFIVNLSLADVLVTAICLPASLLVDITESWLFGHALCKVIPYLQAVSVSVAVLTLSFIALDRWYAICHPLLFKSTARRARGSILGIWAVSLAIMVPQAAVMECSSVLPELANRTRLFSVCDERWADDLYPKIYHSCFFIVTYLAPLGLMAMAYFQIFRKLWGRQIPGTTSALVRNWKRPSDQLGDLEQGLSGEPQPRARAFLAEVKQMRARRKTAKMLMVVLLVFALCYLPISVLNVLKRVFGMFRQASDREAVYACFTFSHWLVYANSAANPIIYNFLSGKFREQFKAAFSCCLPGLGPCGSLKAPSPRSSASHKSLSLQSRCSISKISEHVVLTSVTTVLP
STK33 kinase inh = human STK33 kinase inhibition | inhibition, % at 10 µM | purified STK33, MBP phosphorylation, ADP-Glo luminescence | actives 0.073% (n = 320,000) | Q9BYT3;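 active = inhibition at or above 25%, using the most active replicate where run in duplicate; inactive = inhibition below 25%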
Target sequence (Q9BYT3 whole entry, looked up): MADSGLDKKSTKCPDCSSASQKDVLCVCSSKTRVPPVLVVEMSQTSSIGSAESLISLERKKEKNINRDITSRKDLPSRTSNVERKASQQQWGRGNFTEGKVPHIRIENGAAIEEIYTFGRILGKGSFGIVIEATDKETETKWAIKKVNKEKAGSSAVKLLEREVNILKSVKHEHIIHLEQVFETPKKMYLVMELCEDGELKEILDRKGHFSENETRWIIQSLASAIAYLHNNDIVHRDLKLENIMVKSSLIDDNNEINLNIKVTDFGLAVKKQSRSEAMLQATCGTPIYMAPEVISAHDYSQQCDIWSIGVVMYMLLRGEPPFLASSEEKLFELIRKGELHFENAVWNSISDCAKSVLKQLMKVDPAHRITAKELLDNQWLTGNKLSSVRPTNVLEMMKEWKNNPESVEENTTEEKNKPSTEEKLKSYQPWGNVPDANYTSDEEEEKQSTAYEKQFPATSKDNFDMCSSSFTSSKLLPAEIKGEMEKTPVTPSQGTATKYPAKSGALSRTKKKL
* hit, by the source's call; . = not tested or not shown.

SMILES	OX1R antag	STK33 kinase inh
CCOC(=O)c1sc2nc(C)nc(SCC(N)=O)c2c1C	21.6	-1.1
NS(=O)(=O)c1ccc(CNC(=O)CNC(=O)Cc2ccccc2)cc1	-4.5	-1.2
CCCN1CCN(S(=O)(=O)c2cc3c(cc2C)NC(=O)CO3)CC1	-3.2	1.9
O=C(NC(=S)Nc1cccc2ncccc12)c1ccccc1	11.7	4.7
CC(OC(=O)CN1C(=O)NC2(CCCC2)C1=O)C(=O)Nc1cccc(Cl)c1 (stereo unspecified)	13.3	-1.4
Nc1sc2c([n+]1CCCS(=O)(=O)[O-])CCCC2	5.8	2.6
COc1cccc(CNc2nc3nc(C)cc(C)n3n2)c1	11.9	0.5
CC(=O)Nc1ccc(S(=O)(=O)N2CCN(c3cc(C)nc4ncnn34)CC2)cc1	39.1	0.1
O=C(Nc1ccccc1F)N(CCCN1CCOCC1)Cc1cc2cc3c(cc2[nH]c1=O)OCCO3	22.4	-0.9
O=C(CSc1nnc2ccc3ccccc3n12)N1CCOCC1	16.9	-0.3
Cc1nn(C)c(Cl)c1S(=O)(=O)N1CCC(CO)(CCc2ccccc2)CC1	3.9	-2.4
COCC(=O)N1CCCC(C(=O)c2ccc(-c3ccccc3)c(F)c2)C1 (stereo unspecified)	4.9	5.7
COCCNc1nnc(SCC(=O)N2CCN(S(=O)(=O)c3ccccc3)CC2)s1	15.0	-3.2
CC(C)CN1CCC(=O)N(CCN=[N+]=[N-])CC1	23.4	-0.5
Cc1ccc(C(=O)N/N=C/c2c(O)ccc3ccccc23)cn1	16.3	-0.7
NC(=O)C1=C[C@@H](c2ccc3c(c2)OCO3)C[C@@H](OCCCCO)O1	22.5	-0.4
O=C(CSc1ccc([N+](=O)[O-])cn1)Nc1ccc2c(c1)OCO2	33.2	-0.2
N#C/C(=C(/O)COC(=O)COc1ccc(Cl)cc1)c1nc2ccccc2[nH]1	-5.9	-2.3
COc1ccc(C2(CNC(=O)c3ccc(OC)c([N+](=O)[O-])c3)CCCCC2)cc1OC	20.0	-0.4
COc1cc(/C=C(\C#N)C(=O)NCC2CCCO2)ccc1OCCC(C)C (stereo unspecified)	10.8	0.3
Cc1ccc(-n2cccc2/C=C2/NC(=O)N(CC(=O)Nc3cccc(C)c3)C2=O)cc1	17.9	-0.3
CC(C)(C)NC(=O)C(c1ccco1)N(C(=O)Cn1nnc(-c2ccc(F)cc2)n1)c1ccccc1F (stereo unspecified)	3.8	-0.1
O=C(O)c1cc(C(F)(F)F)nc2ccccc12	37.0	0.3
CCOC(=O)C1=C(C)OC(N)=C(C#N)C1c1ccoc1 (stereo unspecified)	12.5	-0.5
Nc1cc(Cl)ccc1C(=O)OCC(=O)NCC1CCCO1 (stereo unspecified)	7.1	1.0
COc1ccc(N(CC(=O)NCCc2ccc(Cl)cc2)S(=O)(=O)c2c(C)[nH]c(=O)[nH]c2=O)cc1	1.7	-4.3
O=[N+]([O-])c1ccc(O)c(-c2nc(-c3ccccc3)c(-c3cccs3)[nH]2)c1	15.3	-0.1
CC1(C)CC(=O)C2=C(C1)OC(N)=C([N+](=O)[O-])C2c1ccc(F)cc1 (stereo unspecified)	14.8	0.5
COc1ccccc1CCC(=O)N(CCC1=CCCCC1)c1c(N)n(Cc2ccccc2)c(=O)[nH]c1=O	17.1	-0.8
CCOCCCNC(=O)c1cc(-c2ccc(Br)s2)nc2ccccc12	-2.1	-0.1
COC(=O)Nc1nn(-c2ccc(OC)cc2)c(=O)c(C#N)c1C	166.3*	-0.3
N#Cc1cnn2ccc(-c3cc(N4CCOCC4)ccc3[N+](=O)[O-])nc12	40.0	0.1
COCCNC(=O)[C@H]1N2C(=O)c3ccccc3C2SC1(C)C (stereo partly specified)	4.3	-1.5
COc1ccc(NC(=S)NCc2ccc(S(N)(=O)=O)cc2)cc1OC	16.2	-1.2
CCCCCCC(=O)Nc1cc2c(C)cc(=O)oc2cc1C	21.4	0.2
Cc1cccc(NC(=O)CSc2nnc(-c3ccco3)o2)c1	1.4	0.5
O=C(NCCC1=CCCCC1)c1cc(COc2c(F)cccc2F)on1	5.6	-1.6
CC1(C)SC(=S)N(NC(=O)Nc2ccccc2)C1N(O)C(=O)Nc1cccc2ccccc12 (stereo unspecified)	9.9	-2.0
O=[N+]([O-])c1ccc(/C=N/Nc2nc(N3CCCCCC3)nc(N3CCCCCC3)n2)o1	17.4	-2.6
O=C(Nc1ccc(F)cc1)c1ccc2c(c1)S(=O)(=O)N=C1CCCCCN12	5.0	-0.6
CNC(=O)c1cc2c(s1)CCCCCC2	8.5	-0.6
COc1ccccc1NC(=O)CN1C(=O)CC(C)S(=O)(=O)c2ccccc21 (stereo unspecified)	3.2	-2.2
CC1Cc2ccccc2N1C(=O)C1CCCN(S(=O)(=O)c2cccc3nsnc23)C1 (stereo unspecified)	40.7	-0.2
COc1ccccc1NC(=O)N1CCN(c2ccc3nncn3n2)CC1	8.1	-1.6
NC(N)=NCCCC(NC(=O)c1ccccc1)C(=O)Nc1ccc2ccccc2c1 (stereo unspecified)	10.1	0.5
CNCC(O)CN(c1ccccc1)c1ccccc1 (stereo unspecified)	5.3	-1.8
O=c1cc(CSc2nc3cc(Cl)ccc3o2)nc2sccn12	3.8	-2.5
CCOC(=O)c1ccc(NCc2nc3ccccc3[nH]2)cc1	9.7	-1.1
O=c1oc(C2(O)CCCCC2)cc2ccccc12	9.3	-0.2
CCN(CC)C(=O)Cn1cc(SCC(=O)NCc2ccco2)c2ccccc21	3.6	-1.2
CN(C)N1C(N)=C(C#N)C(c2ccsc2)C2=C1CC(C)(C)CC2=O (stereo unspecified)	13.1	-0.8
CC(C)N(CCc1ccncc1)C(=O)Nc1ccc(F)cc1	4.7	0.1
O=C(c1ccc(NC2=NC3CS(=O)(=O)CC3S2)cc1)N1CCN(Cc2ccccc2)CC1 (stereo unspecified)	9.8	0.4
O=c1[nH]c(=S)[nH]c2c1CN(Cc1ccc(F)cc1)CC2	3.9	-1.5
CCN(CC(=O)N1CCCC1)S(=O)(=O)c1ccc2ccccc2c1	10.7	0.0
COc1ccc(-c2[nH]nc(-c3ccccc3)c2-c2nc3ccccc3[nH]2)cc1	5.1	-0.8
COc1ccc(N(C(=O)Cc2cccs2)C(C(=O)NC2CCCCC2)c2cccn2C)cc1 (stereo unspecified)	11.1	-3.3
Cc1cc(=O)n2[nH]cc(-c3ccccc3)c2n1	.	1.5
O=C(Nc1nc2ccccc2[nH]1)c1cccc(Br)c1	38.6	7.1
Fc1ccc(NC(=S)Nc2cc(Cl)ccc2Cl)cc1	12.7	-2.0
Continued.
SMILES	OX1R antag	STK33 kinase inh
CCOc1ccc(S(=O)(=O)N(CC)CC)cc1NS(=O)(=O)c1ccc(F)c(F)c1F	22.7	-1.8
COc1ccccc1Nc1cc2cc(Br)ccc2c(=O)[nH]1	45.8	1.3
COc1ccccc1CC(=O)Nc1c[nH]c(=O)[nH]c1=O	0.6	-0.8
CCN(CC)CCCNC(=O)c1sc2nc(-c3ccc(F)cc3)cn2c1C	4.9	0.3
CCC(C(=O)Nc1ccc(C(=O)N2CCCC2)cc1)c1ccccc1 (stereo unspecified)	1.8	-0.9
O=C1c2cc(F)ccc2-n2c1nc1ccccc1c2=O	5.8	-0.8
Cc1nn2c(nc1=O)SCC(c1ccccc1)=N2	145.1*	-1.0
COc1ccc(OCC(=O)N/N=C(\C)CC(=O)Nc2cccc([N+](=O)[O-])c2)cc1	54.8	-0.6
COc1cc(N/N=C/c2ccc(N(C)C)cc2)ncn1	20.3	.
CCN(CC(=O)Nc1ccc(NC(C)=O)cc1)C(=O)CSc1nnc(-c2ccco2)n1CC	0.3	-0.9
Cc1ccc(S(=O)(=O)NCC(=O)N(CC2CCCO2)C(C(=O)NC2CCCC2)C(C)C)cc1 (stereo unspecified)	25.5	0.0
COCCn1c(NCc2ccccc2)nc2c1c(=O)[nH]c(=O)n2C	-3.5	-0.4
COc1ccc(OC)c(CNC(=O)C2CCN(S(=O)(=O)N3CCCCC3)CC2)c1	13.3	3.7
O=C(O)c1cccc(NS(=O)(=O)c2ccc3c(c2)C(=O)c2ccccc2C3=O)c1	31.3	-1.1
O=C(O)CCn1cc(-c2ccc(F)cc2)nc1-c1ccncc1	18.3	3.3
CCn1c(CNc2ccc(C)cc2)nnc1SCC(N)=O	4.4	.
CN(C)S(=O)(=O)c1ccc(C(=O)Nc2nnc(-c3cccs3)o2)cc1	11.1	-0.8
CNC(=S)Nc1ccc(N2CCCC2)c(S(=O)(=O)Nc2ccc(OC)cc2)c1	26.1	1.0
CC(C)Oc1cccc(C(=O)NC(=S)Nc2ccccc2N2CCOCC2)c1	4.1	-0.2
CCOC(=O)c1[nH]c2ccccc2c1NC(=O)CC	19.8	-3.5
CNc1nnc(-c2ccncc2)s1	12.8	-1.1
O=c1[nH]c(/C=C\c2cccc(F)c2)nc(O)c1[N+](=O)[O-]	15.8	-9.0
CCc1nc(SCC(=O)NC2CCCC2)c2c(=O)n(C)c(=O)n(C)c2n1	20.6	-0.4
COc1ccc(CC(=O)OCC(=O)NCc2ccc(C)cc2)cc1OC	11.5	-1.0
Nc1c(C(=O)CSc2nnc(COc3ccc(Cl)cc3)o2)c(=O)[nH]c(=O)n1C1CC1	4.8	-0.9
C[N+]1(CC(=O)OCCCC2CCCCC2)CCCC1	5.6	0.0
O=C(NCc1ccco1)c1ccc(CS(=O)(=O)Cc2ccc(F)cc2)o1	16.7	0.1
CC(=O)N1CCOc2ccc(S(=O)(=O)N(C)c3ccc(C)cc3)cc21	10.4	-0.5
CN1CCN(C(=O)C23CCC(C)(c4nc5ccccc5nc42)C3(C)C)CC1 (stereo unspecified)	5.6	0.6
C[C@H]1Oc2ccccc2C(=O)C1C(=O)c1ccccc1 (stereo partly specified)	11.5	-2.0
Cc1ccc(C(C)NC(=O)c2c(-c3ccccc3)noc2C)cc1C (stereo unspecified)	28.5	-1.3
Cc1c(NC(=S)Nc2ccc(Cl)cc2)c(=O)n(-c2ccccc2)n1C	6.3	-0.3
Cc1ccc(CS(=O)Cc2ccc(C(=O)NC3CCCCC3)o2)cc1 (stereo unspecified)	4.5	-1.7
Cc1ccn(C(C)CC(=O)Nc2ccc(-c3ccno3)cc2)n1 (stereo unspecified)	9.6	-0.2
C=C(C)CSC1=C(C#N)C(c2ccsc2)CC(=O)N1 (stereo unspecified)	13.1	-1.5
CCCCC(O)(c1ccccc1)C(CN1CCOCC1)c1ccccc1 (stereo unspecified)	.	-1.8
Cc1cc(C(=O)N(C)Cc2c(F)cccc2Cl)c2ccccc2n1	32.0	0.1
COC(=O)c1cc(S(=O)(=O)NCCc2ccccc2)c[nH]1	22.9	-1.0
Cc1ccc(N2C(=O)CC(Sc3cccs3)C2=O)cc1 (stereo unspecified)	1.7	-1.3
Cn1c(=O)c2[nH]c(-c3cccnc3)nc2n(C)c1=O	11.9	-0.3

Five of the compounds above, with values under each structure:
The line under a structure holds: OX1R antag | STK33 kinase inh
> C=C(C)CSC1=C(C#N)C(c2ccsc2)CC(=O)N1 (stereo unspecified)
→ 13.1 | -1.5
> CCCCC(O)(c1ccccc1)C(CN1CCOCC1)c1ccccc1 (stereo unspecified)
→ . | -1.8
> Cc1cc(C(=O)N(C)Cc2c(F)cccc2Cl)c2ccccc2n1
→ 32.0 | 0.1
> COC(=O)c1cc(S(=O)(=O)NCCc2ccccc2)c[nH]1
→ 22.9 | -1.0
> Cc1ccc(N2C(=O)CC(Sc3cccs3)C2=O)cc1 (stereo unspecified)
→ 1.7 | -1.3

Returning to the listing; the 5 compounds before the break are reprinted first.
SMILES	OX1R antag	STK33 kinase inh
CCCCC(O)(c1ccccc1)C(CN1CCOCC1)c1ccccc1 (stereo unspecified)	.	-1.8
Cc1cc(C(=O)N(C)Cc2c(F)cccc2Cl)c2ccccc2n1	32.0	0.1
COC(=O)c1cc(S(=O)(=O)NCCc2ccccc2)c[nH]1	22.9	-1.0
Cc1ccc(N2C(=O)CC(Sc3cccs3)C2=O)cc1 (stereo unspecified)	1.7	-1.3
Cn1c(=O)c2[nH]c(-c3cccnc3)nc2n(C)c1=O	11.9	-0.3
CCCCc1nnc2c(N(C)S(=O)(=O)c3ccccc3)nc3ccccc3n12	7.5	-1.3
CCOc1cc(S(=O)(=O)N(CC)CC)ccc1F	5.4	0.3
COc1ccc(OC)c(NS(=O)(=O)c2ccc(N3CCCC3=O)cc2)c1	5.5	-1.6
S=C1NCN(C2CCCCC2)CN1CCc1ccccc1	8.9	-1.2
COc1ccc(CN2CCNC(=O)C2CC(=O)NC2Cc3ccccc3C2)c(OC)c1 (stereo unspecified)	5.2	-1.3
O=[N+]([O-])c1ccc(CSc2nnc(Cc3ccccc3)o2)cc1	11.3	0.8
Cc1ccc2oc(=O)c(/C=C(\O)c3ccccc3)nc2c1	6.0	1.7
O=C(NCc1ccc(Cl)cc1)c1cc2c(s1)CS(=O)(=O)C2	7.6	0.2
Cc1cc(-c2cccs2)n[nH]1	5.7	0.1
Cc1nn(C)c(=O)n1-c1ccc(OCc2ccccc2)cc1	12.1	5.9
Cn1nnnc1NCc1ccc(Cl)cc1	17.2	-0.9
COc1ccc(C2C(C(=O)N3CCN(c4ccccc4)CC3)c3ccccc3C(=O)N2C)cc1 (stereo unspecified)	20.3	-0.1
Nc1nccnc1C(=O)N/N=C/c1ccco1	21.4	0.5
Cc1ccccc1Cn1nc(C)c(NC(=O)c2cc(-c3ccco3)on2)c1C	22.3	2.3
O=C(Nc1nc2ccccc2n1CCN1CCOCC1)c1ccccc1	22.0	6.5
O=C(O)C(c1ccccc1)C(c1ccccc1)c1ccccc1 (stereo unspecified)	15.2	-1.1
CC(C)C[C@H](NC(=O)OC(C)(C)C)c1nnc(SCc2ccccc2)o1	26.5	-1.5
O=[N+]([O-])CC(c1ccccc1)c1c[nH]c2ccccc12 (stereo unspecified)	11.1	-1.7
COCCNC(=O)c1ccc(-n2c(SCc3cccnc3)nc3ccccc3c2=O)cc1	23.3	-1.0
Cc1ccc(C(=O)Nc2ccccc2C(=O)N2CCCC(C)C2)cc1 (stereo unspecified)	13.8	0.0
